High-throughput results from PubChem.
influenza NS1A = NS1A inhibition, H1N1 influenza, cell based functional assay (AID 504329); NS1A functional cell-based assay, percent inhibition; higher % means a stronger effect; inhibition, % at 12.5 µM, or IC50 in µM where a hit was titrated; 340,000 compounds, 0.3% hits; in the data active = a potency from the dose series; inconclusive = inhibition above about 27% without an active follow-up result; note: strong numbers were not always called active
inhibitors of VEEV = inhibitors of VEEV TC-83 cytopathic effect, confirmation, Vero cells (AID 588727); 350,000 compounds, 0.13% hits; Vero cells, VEEV TC-83 cytopathic effect inhibition; higher % means a stronger effect; one-dose inhibition, % at 20 µM; IC50 in µM for titrated hits; in the data active = a potency from the dose series; inconclusive = inhibition mostly from about 14% at the one dose, without a potency; inactive = the rest, 99 in 100 with inhibition below about 12%; note: strong numbers were not always called active
Salmonella PhoP GFP = Inhibition of PhoP regulon, Salmonella typhi GFP reporter cells, confirmation, 4 h (AID 1850). Salmonella Typhi PhoP-promoter GFP reporter, fluorescence, 4 h; higher % means a stronger effect. inhibition, % at 50 µM, or IC50 in µM where a hit was titrated. 310,000 compounds, 0.33% hits; in the data active = a potency from the dose series; inconclusive = inhibition mostly from about 25% at the one dose, without a potency; inactive = the rest, 99 in 100 with inhibition below about 19%;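 note: 0% = induced wells with vehicle and 100% = uninduced wells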
M. tuberculosis HTS = M. tuberculosis growth inhibition, HTS (AID 449762); 330,000 compounds, 0.59% hits; one-dose inhibition, % at 25 µM; IC50 in µM for titrated hits; M. tuberculosis H37Rv growth inhibition, 7H9 media; higher % means a stronger effect; in the data active = a potency from the dose series; inconclusive = inhibition above about 70% without an active follow-up result;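 note: bacterial growth assessed after seven days of incubation; strong numbers were not always called active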
M. tuberculosis = growth inhibition of non-replicating M. tuberculosis (AID 488890) | Mycobacterium tuberculosis non-replicating, growth inhibition; higher % means a stronger effect | inhibition, % at 25 µM, or IC50 in µM where a hit was titrated | 320,000 compounds, 0.39% hits; in the data active = a potency from the dose series; inconclusive = inhibition mostly from about 82% at the one dose, without a potency; inactive = the rest, 99 in 100 with inhibition below about 76%;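 note: plate controls were DMSO cells for no effect and high antibiotic wells for full effect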
inhibitors of VEEV 10K pilot screen = further read-out of inhibitors of VEEV, marked with its call; inhibition, %; measured here: 10K pilot screen inhibition
An asterisk follows results filed as active; i = inactive; ? = inconclusive; nt = no result given. Rows were taken by chance (roughly 1.6% active in at least one column).

SMILES	influenza NS1A	inhibitors of VEEV	Salmonella PhoP GFP	M. tuberculosis HTS	M. tuberculosis	others
O=C(NCc1cccs1)C1CC(=O)N(c2ccc(Cl)cc2)C1 (centres undefined)	-12%	0.5%	-5%	-7%	12%
Cc1ccc(N(C)S(=O)(=O)c2ccc(-c3cnc(C4CC4)o3)cc2)cc1	-2%	11%	0%	11%	28%
CCC(=O)Nc1cc(NC(=O)CSc2nnc(C(C)C)n2CC)ccc1C	-1%	i	-5%	-6%	-7%
Cc1cc(Cl)ccc1NC(=O)Cn1cncn1	9%	i	9%	3%	1%
CC1CCc2c(sc(NC(=S)NC(=O)c3ccccc3)c2C#N)C1 (centres undefined)	2%	1.3%	2%	14%	?
CN(NC(=S)Nc1ccc(OC(F)F)cc1)C(=S)Nc1ccc(OC(F)F)cc1	7%	3.2%	-7%	1%	18%
CCc1ccc(C(=O)Cn2ncc(Cl)c(Cl)c2=O)cc1	1%	?	-27%	?	73%
COc1ccc(NC(=O)Oc2cc(C)ccc2C(C)C)cc1	-8%	0.9%	2%	-10%	9%
Cc1ccc(N2C(=O)NC(=O)/C(=C\c3ccsc3)C2=O)cc1C	nt	nt	7%	6%	-13%
Cc1c(C(=O)NCCSCc2cccc(C(F)(F)F)c2)cnn1-c1ccc(F)cc1	-17%	2.6%	10%	?	26%
COC(=O)C1CCCN1C(=O)COc1ccc(Cl)cc1Br (centres undefined)	7%	i	-2%	-4%	-6%
O=C(CSc1nnc(-c2cnccn2)n1Cc1ccco1)c1ccc(Cl)c(Cl)c1	6%	0.7%	-5%	-13%	2%
CN1CCN(C(CNS(=O)(=O)c2ccc(F)cc2)c2cccnc2)CC1 (centres undefined)	-18%	1.1%	7%	-6%	-4%
CC(C)C[C@H](NC(=O)N1CCn2c1nc1ccccc12)C(=O)NCc1ccccc1	11%	1.2%	0%	4%	22%
O=[N+]([O-])c1ccc(Cc2nnc(-c3ccccc3Cl)o2)cc1	1%	1.4%	1%	3%	nt
CCOC(=O)CC1(NC(=O)c2cc(COc3ccc(F)c(F)c3)on2)CCCCC1	0%	i	-6%	7%	58%
Cc1cc(/C=N/n2cnnc2)c(C)n1-c1cccc(C(=O)O)c1	-1%	i	-6%	-13%	1%
Cc1ccccc1-n1c(O)c(/C=N/N2CCOCC2)c(=O)[nH]c1=S	-11%	0.1%	-5%	-2%	-26%
CCN1C(=O)/C(=C2/C=Cc3cc(C)ccc3N2CC)N(C)C1=S	20%	i	21%	17%	18%
COc1cccc(CN2CCC(C(=O)N3CCN(c4ccccc4F)CC3)CC2)c1OC	-6%	0.1%	-4%	-5%	13%
COCCOc1ccc(C(F)(F)F)cc1NC(=O)CN1C(=O)NC2(CCCc3ccccc32)C1=O (centres undefined)	13%	7.8%	nt	0%	4%
O=C(Cc1cn2ccsc2n1)NCc1ccccc1	0%	0.1%	-6%	-5%	-12%
CC(=O)Nc1ccc(OCC(O)Cn2cncn2)cc1 (centres undefined)	2%	0.4%	-1%	7%	5%
COc1ccc(NC(=O)c2cc(Cl)ccc2Cl)c([N+](=O)[O-])c1	3%	0.8%	-6%	6%	21%
COc1ccc(C2C(C(=O)/C=C/c3ccco3)=C(O)C(=O)N2CCN2CCOCC2)cc1 (centres undefined)	4%	1.2%	-2%	-8%	7%
Cc1ccc(/C=C/C(=O)NCc2cccs2)o1	5%	i	9%	2%	65%
O=C(Nc1cccnc1)c1cccc(F)c1	4%	1.2%	9%	-1%	-4%
Cc1cccc(C)c1NC(=O)CSc1ncnc2nc[nH]c12	-1%	0.5%	-10%	-1%	-23%
O=c1[nH]c2ccccc2c(=O)n1-c1cccc(Cl)c1	11%	0.1%	0%	1%	-7%
CC(C)N(Cc1ccccc1)C(=O)CN1C(=O)NC2(CCOc3ccccc32)C1=O (centres undefined)	7%	1.2%	nt	-2%	14%
CCCCC(=O)Nc1nnc(SCC(=O)Nc2ccc(OC)cc2)s1	-14%	2.2%	-4%	-11%	1%
Cc1ccc(S(=O)(=O)Nc2cccc3cccnc23)cc1	-11%	5.2%	-2%	?	?
COc1ccc(NC(=O)CCSc2ccc(C)cc2)cc1	3%	1.3%	5%	42%	73%
CCOC(=O)C1CCN(Cc2cnc(Oc3ccc(N)cc3)s2)CC1	0%	0.6%	3%	1%	17%
COc1ccc(F)cc1C(=O)C1CCCN(Cc2cccn2-c2ccccn2)C1 (centres undefined)	-4%	0.8%	1%	11%	21%	inhibitors of VEEV 10K pilot screen=0.5
CCN(C(=O)c1ccc(S(C)(=O)=O)cc1)C12CC3CC(CC(C3)C1)C2	-1%	6.5%	-2%	-6%	27%
O=C(C=C1NCCN1)c1ccccc1	nt	i	1%	-11%	-23%
COc1cc(OC)cc(C(=O)N2CCN(c3ncccn3)CC2)c1	-2%	0.5%	2%	-16%	8%
CCN(CC)S(=O)(=O)c1ccc(C(=O)NCCN2C(=O)S/C(=C\c3cccnc3)C2=O)cc1	0%	0.6%	-2%	1%	38%
COc1ccc(C(=O)NC(C)CCc2ccccc2)c(O)c1 (centres undefined)	-9%	3.6%	-4%	9%	53%

Part of the list above in order of formula weight, lowest first:
SMILES	influenza NS1A	inhibitors of VEEV	Salmonella PhoP GFP	M. tuberculosis HTS	M. tuberculosis	others
O=C(C=C1NCCN1)c1ccccc1	nt	i	1%	-11%	-23%
COc1ccc(F)cc1C(=O)C1CCCN(Cc2cccn2-c2ccccn2)C1 (centres undefined)	-4%	0.8%	1%	11%	21%	inhibitors of VEEV 10K pilot screen=0.5
CCOC(=O)CC1(NC(=O)c2cc(COc3ccc(F)c(F)c3)on2)CCCCC1	0%	i	-6%	7%	58%

(listing goes on)
SMILES	influenza NS1A	inhibitors of VEEV	Salmonella PhoP GFP	M. tuberculosis HTS	M. tuberculosis	others
CC(C)CC(=O)N[C@H](C(=O)N[C@H](C(=O)N[C@@H](CC(C)C)[C@@H](O)CC(=O)N[C@@H](C)C(=O)N[C@@H](CC(C)C)[C@@H](O)CC(=O)O)C(C)C)C(C)C	-3%	1.1%	-6%	-9%	-5%
Cn1c(=O)c2cc(S(=O)(=O)NC(C(=O)NC3CCCCC3)c3ccccc3)ccc2n(C)c1=O (centres undefined)	-3%	1.8%	nt	nt	nt
Cc1ccc(C(=O)NNC(=O)c2cc(OCC(F)(F)F)ccc2OCC(F)(F)F)cc1	2%	1.4%	-1%	-9%	0%	inhibitors of VEEV 10K pilot screen=0.9
Cc1ccc(NS(=O)(=O)c2cc(C(=O)Nc3cccc([N+](=O)[O-])c3)ccc2C)cc1	25%	3.3%	-5%	41%	23%
C[C@@H](CO)NC(=O)c1ccc2c3n(nc2c1)-c1ccc(Cl)cc1CO3	-2%	1.3%	26%	-5%	6%
CCOc1ccc(S(=O)(=O)Nc2cccc(C(=O)N(C)Cc3cccc(OC)c3OC)c2)cc1	1%	2.5%	-1%	-18%	35%
CCOc1ccc(N2C(=O)CC(N(CCc3ccc(OC)cc3)C(=O)c3cccc(F)c3)C2=O)cc1 (centres undefined)	0%	1.3%	-4%	-4%	3%
COc1ccc(N2CCN(C(=O)c3ccc(S(=O)(=O)N4CCCCCC4)cc3)CC2)cc1	-1%	3.2%	nt	nt	nt
C=CCNC(=S)N1CCN(c2ccccc2Cl)CC1	-8%	0.5%	-2%	0%	10%
Cc1ccc(-c2noc(CN(C(=O)CCCN3C(=O)c4ccccc4C3=O)C(C)C)n2)cc1	-3%	3.2%	4%	-5%	6%
O=C(CNC(=O)OCc1ccccc1)Nc1ccc(F)cc1	-6%	i	nt	-4%	21%
N=C1C(c2ccccc2)=C(O)CN1NC(=O)c1ccccc1	-2%	0.5%	-2%	-6%	-7%
Cc1ccc(C(=O)NNC(=O)c2ccc(C)cc2)cc1	-1%	0.3%	7%	-3%	nt
O=C(O)c1ccc(N/N=C/c2c[nH]c3ccccc23)cc1	1%	0.6%	10%	10%	5%
COc1ccc(Nc2ncnc3sccc23)c(OC)c1	-2%	i	19%	10%	-4%
O=C1N/C(=C\c2ccc(O)cc2)C(O)=C1C=NCc1ccccc1	-1%	10%	-7%	-4%	-6%
O=C(CCc1ccccc1)NNC(=O)Nc1ccc(Br)cc1	7%	7.0%	-1%	5%	-4%
CC(=O)c1ccc(NC(=S)N(Cc2ccccc2)C(C)C2CC2)cc1 (centres undefined)	-5%	7.2%	1%	-1%	53%
COc1ccc(N(CC(=O)NCCc2cccc(C)c2)S(=O)(=O)c2c(C)noc2C)cc1	2%	3.1%	-18%	8%	20%
O=C(NCc1ccccn1)c1cn(-c2ccccc2)nc1-c1ccc(Cl)cc1	-4%	5.8%	3%	2%	35%
Cc1c(Cl)c(C(F)F)nn1CC(=O)NC1C(=O)N2C(C(=O)O)=C(CSc3nnnn3C)CSC12 (centres undefined)	-6%	1.2%	nt	nt	nt
O=C(NCC1CCCO1)c1cccc(NC(=O)c2cccs2)c1 (centres undefined)	-3%	1.1%	-5%	0%	-9%
O=C(COC(=O)c1cncc(Br)c1)NC1CCCCCC1	2%	1.9%	-8%	-1%	64%
CCc1ccc(CN2CC(C(=O)O)CC2=O)cc1 (centres undefined)	2%	3.7%	0%	nt	nt
C[C@H](CO)N1C[C@H](C)[C@@H](CN(C)S(=O)(=O)c2ccc(F)cc2)Oc2ccc(NC(=O)Cc3cn(C)c4ccccc34)cc2C1=O	1%	6.0%	nt	9%	59%
CC(C)(C)NC(=O)C(c1ccncc1)N(C(=O)Cn1nnc(-c2cccs2)n1)C1CCCCC1 (centres undefined)	-8%	2.7%	-14%	-4%	32%
COc1cc(CCC(=O)Nc2ccncc2Cl)cc(OC)c1OC	-2%	0.8%	-8%	-5%	1%
CC(C)c1nccn1S(=O)(=O)c1cc([N+](=O)[O-])ccc1Cl	-5%	1.5%	0%	-2%	54%

Of the compounds above, these contain four or more nitrogen atoms.
SMILES	influenza NS1A	inhibitors of VEEV	Salmonella PhoP GFP	M. tuberculosis HTS	M. tuberculosis	others
CCC(=O)Nc1cc(NC(=O)CSc2nnc(C(C)C)n2CC)ccc1C	-1%	i	-5%	-6%	-7%
Cc1cc(Cl)ccc1NC(=O)Cn1cncn1	9%	i	9%	3%	1%
CN(NC(=S)Nc1ccc(OC(F)F)cc1)C(=S)Nc1ccc(OC(F)F)cc1	7%	3.2%	-7%	1%	18%
O=C(CSc1nnc(-c2cnccn2)n1Cc1ccco1)c1ccc(Cl)c(Cl)c1	6%	0.7%	-5%	-13%	2%
CN1CCN(C(CNS(=O)(=O)c2ccc(F)cc2)c2cccnc2)CC1 (centres undefined)	-18%	1.1%	7%	-6%	-4%
CC(C)C[C@H](NC(=O)N1CCn2c1nc1ccccc12)C(=O)NCc1ccccc1	11%	1.2%	0%	4%	22%
Cc1cc(/C=N/n2cnnc2)c(C)n1-c1cccc(C(=O)O)c1	-1%	i	-6%	-13%	1%
Cc1ccccc1-n1c(O)c(/C=N/N2CCOCC2)c(=O)[nH]c1=S	-11%	0.1%	-5%	-2%	-26%
CC(=O)Nc1ccc(OCC(O)Cn2cncn2)cc1 (centres undefined)	2%	0.4%	-1%	7%	5%
Cc1cccc(C)c1NC(=O)CSc1ncnc2nc[nH]c12	-1%	0.5%	-10%	-1%	-23%
CCCCC(=O)Nc1nnc(SCC(=O)Nc2ccc(OC)cc2)s1	-14%	2.2%	-4%	-11%	1%
COc1cc(OC)cc(C(=O)N2CCN(c3ncccn3)CC2)c1	-2%	0.5%	2%	-16%	8%
CCN(CC)S(=O)(=O)c1ccc(C(=O)NCCN2C(=O)S/C(=C\c3cccnc3)C2=O)cc1	0%	0.6%	-2%	1%	38%
CC(C)CC(=O)N[C@H](C(=O)N[C@H](C(=O)N[C@@H](CC(C)C)[C@@H](O)CC(=O)N[C@@H](C)C(=O)N[C@@H](CC(C)C)[C@@H](O)CC(=O)O)C(C)C)C(C)C	-3%	1.1%	-6%	-9%	-5%
Cn1c(=O)c2cc(S(=O)(=O)NC(C(=O)NC3CCCCC3)c3ccccc3)ccc2n(C)c1=O (centres undefined)	-3%	1.8%	nt	nt	nt
Cc1ccc(-c2noc(CN(C(=O)CCCN3C(=O)c4ccccc4C3=O)C(C)C)n2)cc1	-3%	3.2%	4%	-5%	6%
O=C(NCc1ccccn1)c1cn(-c2ccccc2)nc1-c1ccc(Cl)cc1	-4%	5.8%	3%	2%	35%
Cc1c(Cl)c(C(F)F)nn1CC(=O)NC1C(=O)N2C(C(=O)O)=C(CSc3nnnn3C)CSC12 (centres undefined)	-6%	1.2%	nt	nt	nt
C[C@H](CO)N1C[C@H](C)[C@@H](CN(C)S(=O)(=O)c2ccc(F)cc2)Oc2ccc(NC(=O)Cc3cn(C)c4ccccc34)cc2C1=O	1%	6.0%	nt	9%	59%
CC(C)(C)NC(=O)C(c1ccncc1)N(C(=O)Cn1nnc(-c2cccs2)n1)C1CCCCC1 (centres undefined)	-8%	2.7%	-14%	-4%	32%
